CHO-K1 Ca PAM – M1 PAM counterscreen hit in parental CHO-K1 cells. ATP EC20, Fluo-8 calcium fluorescence; 0% at ATP EC20, 100% at ATP max. activation, % at 3 µM. 360,000 tested, 0.02% active. AID 602247;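 active = activation above the run cutoff, the mean activation of all test compounds plus 3 SD, cut at about 40% in these data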;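 note: peak over basal fluorescence ratio in a 140 s read after ATP addition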
CHO parental Ca – counter-screen for OX1R antagonists: effect in parental CHO cells. inhibition, % at 5.6 µM. 330,000 tested, 0.63% active. parental CHO-K1, ATP-induced calcium, Fluo-8 fluorescence;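 active = inhibition above that plate's mean sample inhibition plus 3 SD, cut at about 26% in these data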;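 note: 0% = ATP-challenged DMSO wells and 100% = DMSO wells without ATP; some compounds past the cut are filed as inactive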
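Test system: parental CHO cells; detection: calcium-sensitive Fluo-8 fluorescence; evaluation: percent inhibition of calcium signal; also added: ATP as calcium-mobilizing challenge; repeats: one well per compound; control set: ATP-challenged DMSO wells low, unchallenged DMSO wells high; compound: single nominal dose of 5.6 µM per compound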
V1R ag counter – activates human V1a receptor in oxytocin agonist counter-screen; 320,000 tested, 0.25% active; P37288; CHO-V1R cells, Fluo-8 calcium fluorescence, agonist mode; 0% DMSO, 100% 3 nM vasopressin; activation, % at 3 µM;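 active = activation above the mean activation of all tested compounds plus 3 SD, per screening run, cut at about 20% in these data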;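 note: signal is peak over basal fluorescence ratio across a 100 second FLIPR read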
OXTR potentiate – human OXTR potentiation. P30559. CHO-OTR cells, Fluo-8 calcium fluorescence, potentiator mode; 0% = oxytocin EC15, 100% = EC100. activation, % at 3 µM. 320,000 tested, 0.061% active. AID 2445;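 active = activation above that plate's cutoff, the mean activation of tested compounds plus 3 SD, cut at about 6.6% in these data, passing the limit was not always enough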;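 note: 100% uses oxytocin at 75 nM as the full agonist control; some results filed as inactive read as strong as hits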
Target sequence (P30559 whole entry, looked up): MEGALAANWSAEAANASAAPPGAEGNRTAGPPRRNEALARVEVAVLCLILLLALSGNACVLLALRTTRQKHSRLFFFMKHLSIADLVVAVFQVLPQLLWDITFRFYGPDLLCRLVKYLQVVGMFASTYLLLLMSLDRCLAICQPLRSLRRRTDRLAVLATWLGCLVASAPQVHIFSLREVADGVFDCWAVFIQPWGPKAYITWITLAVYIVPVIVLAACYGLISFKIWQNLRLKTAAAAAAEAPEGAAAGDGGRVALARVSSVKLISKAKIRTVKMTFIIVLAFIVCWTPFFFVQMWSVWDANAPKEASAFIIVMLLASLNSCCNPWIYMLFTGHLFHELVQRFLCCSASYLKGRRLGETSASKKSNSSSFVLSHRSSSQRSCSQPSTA
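System: human OTR in CHO cells / Also added: sub-maximal oxytocin, roughly EC15 / Control set: EC15 oxytocin low, 75 nM oxytocin high / Schedule: 6 min compound pre-incubation at room temperature, 100 s kinetic read / Compound: single-point 3.0 µM / Replication: singlicate / Technique: Fluo-8 calcium dye fluorescence / Read-out basis: % activation of max/min ratio relative to oxytocin controls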
CHO-K1 Ca ag – nonselective activator or artifact in parental CHO-K1 cells | Fluo-8 calcium fluorescence; scaled to maximal ATP response, vehicle zero | activation, % at 3 µM | 360,000 tested, 0.48% active; in the data active = activation above about 15%;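 note: untransfected CHO-K1 host cells lacking M1 receptor as counterscreen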
GPR7 antagonist – blocks human GPR7 receptor signaling; GPR7-expressing cells, fluorescence antagonist assay; inhibition, % at 4.4 µM; 290,000 tested, 1.1% active; AID 1861; in the data active = inhibition above about 16%, passing the limit was not always enough;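 note: cells stimulated with the agonist NPW; 0% = agonist with vehicle and 100% = vehicle without agonist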
Target sequence (P48145 whole entry, looked up): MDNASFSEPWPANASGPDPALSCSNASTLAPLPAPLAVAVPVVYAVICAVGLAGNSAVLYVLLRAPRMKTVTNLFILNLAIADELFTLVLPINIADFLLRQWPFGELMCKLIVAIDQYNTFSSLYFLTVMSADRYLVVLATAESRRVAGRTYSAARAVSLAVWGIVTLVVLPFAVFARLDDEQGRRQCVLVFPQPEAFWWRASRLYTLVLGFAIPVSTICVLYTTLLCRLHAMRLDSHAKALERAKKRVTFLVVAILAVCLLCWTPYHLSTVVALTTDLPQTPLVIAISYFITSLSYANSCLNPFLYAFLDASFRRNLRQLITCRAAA
TAAR1 antagonist – human TAAR1 antagonism. Q96RJ0. CHO RD-HGA16 TAAR1, Fluo-8 calcium fluorescence, antagonist. inhibition, % at 3 µM. 360,000 tested, 1.5% active. AID 624466;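 active = inhibition above a per-plate cutoff, the mean inhibition of test compounds on that plate plus 3 SD, cut at about 49% in these data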;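 note: 0% = DMSO plus EC80 beta-PEA response and 100% = DMSO alone without agonist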
Target sequence (Q96RJ0 whole entry, looked up): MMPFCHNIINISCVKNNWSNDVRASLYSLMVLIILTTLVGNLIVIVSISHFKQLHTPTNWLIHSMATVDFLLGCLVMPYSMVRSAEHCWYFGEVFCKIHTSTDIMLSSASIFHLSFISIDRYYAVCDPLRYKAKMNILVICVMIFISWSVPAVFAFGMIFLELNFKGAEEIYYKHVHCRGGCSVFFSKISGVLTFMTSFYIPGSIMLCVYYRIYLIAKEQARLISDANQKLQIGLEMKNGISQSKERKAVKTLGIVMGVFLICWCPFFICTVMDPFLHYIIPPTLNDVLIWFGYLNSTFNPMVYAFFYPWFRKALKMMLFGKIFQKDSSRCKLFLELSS
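Test system – hTAAR1-expressing CHO RD-HGA16 cells, Gα16-coupled · Reagent – β-PEA at EC80 concentration, post-compound challenge · Compound dosing – 3 µM, single point · Timing – 140 s kinetic read after compound, 140 s after agonist · Detection – Fluo-8 intracellular calcium dye fluorescence, real-time kinetic reads · Control set – DMSO and EC80 PEA controls · Repeats – n of 1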
OXTR agonist – agonists of human oxytocin receptor; P30559; CHO-OTR cells, Fluo-8 calcium fluorescence; normalized: DMSO 0%, oxytocin 100%; activation, % at 3 µM; 320,000 tested, 0.32% active;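 active = activation above the mean of all tested compounds plus 3 SD, cutoff set per screening run, cut at about 20% in these data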;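 note: peak over basal fluorescence ratio from a 100 s FLIPR kinetic read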
CHO-K1 Ca antag – counter-screen for M1 antagonists: effect in parental CHO-K1 cells | ATP-induced calcium, Fluo-8 fluorescence | inhibition, % at 3 µM | 360,000 tested, 0.6% active | AID 602250;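 active = inhibition above a per-plate cutoff, the plate's mean sample inhibition plus 3 SD, cut at about 24% in these data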;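 note: 0% = DMSO plus EC80 ATP and 100% = DMSO alone without ATP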
Numbers without * were called inactive; / = no result given.

SMILES	CHO-K1 Ca PAM	CHO parental Ca	V1R ag counter	OXTR potentiate	CHO-K1 Ca ag	GPR7 antagonist	TAAR1 antagonist	OXTR agonist	CHO-K1 Ca antag
Cc1csc(NC(=O)Cc2nn(C)c(=O)c3ccccc23)n1	-9	13	8.0	-16	10	-10	1	11	2
CCN(CC(=O)Nc1ccc(N2CCOCC2)cc1)Cc1nc2ccccc2c(=O)[nH]1	11	-6	0.5	-3	0.7	-3	4	0.1	-14
O=[N+]([O-])c1ccc(O)c(Nc2c([N+](=O)[O-])ccc3nonc23)c1	7	1	12	-7	7.8	-10	-16	3.5	-7
O=C(c1ccco1)N1CCN(c2ccc(Cl)c(Cl)c2)CC1	-15	-7	7.9	-11	5.8	3	20	9.2	26*
CC(C)(C)C(=O)c1sc(Nc2ccccc2)nc1N	27	-25	-1.9	-8	5.0	-11	-15	-2.4	-30
COc1cccc2c1c(NC(=O)Nc1ccc(F)cc1F)nn2C	20	-8	-1.6	-11	0.5	-9	-6	-2.0	-8
CCN(CC)S(=O)(=O)c1ccc(C(=O)OCCN2C(=O)CCC2=O)cc1	9	-13	1.1	-7	0.2	1	4	1.6	3
Cc1cc(=O)[nH]c(NN=C2C3CC4CC(C3)CC2C4)n1	5	-8	1.1	1	0.7	-13	-4	0.4	-10
COc1ccccc1-c1csc(C(C)(NC(C)=O)c2ccccc2)n1 (stereo unspecified)	9	/	/	/	-0.3	/	-17	/	6
COCC(C)n1c(C)cc(C(=O)COC(=O)c2ccc(N3CCCC3=O)cc2)c1C (stereo unspecified)	13	-7	1.2	-15	1.4	-1	8	1.2	-5
Cc1ccc(-n2c(SCC(=O)N3Cc4ccccc4CC3C(=O)O)nnc2-c2cccnc2)c(C)c1 (stereo unspecified)	15	3	-0.1	-6	-0.3	-4	4	0.2	-3
COC(=O)C(C)NC(=O)C1CCCN1C(=O)CNC(=O)OCc1ccccc1 (stereo unspecified)	-4	7	-0.2	-10	1.3	-2	-18	-0.9	-14
O=C(COC(=O)CC(c1ccccc1)c1ccccc1)Nc1ccc(F)c(F)c1	/	-13	1.1	-14	/	-1	/	2.8	/
CC(=O)NCCc1ccc(S(=O)(=O)Nc2cccnc2)cc1	18	3	2.1	-9	0.5	3	31	0.6	-5
Cc1cccnc1NC(=O)c1ccc(Cl)c(S(=O)(=O)N2CCCC2)c1	17	-19	0.3	1	2.9	-7	-4	0.8	1
CN(C)CC#Cc1cccc(-c2nc(C(=O)O)cc3c2[C@@H](CCO)N(S(=O)C(C)(C)C)C3)c1 (stereo partly specified)	1	/	/	/	0.3	/	-2	/	-13
CCn1c(SCc2nc3ccccc3s2)nc2cc(S(=O)(=O)N3CCOCC3)ccc21	12	-22	1.1	-4	4.2	/	2	1.1	-17
COc1ccc(C(=O)OCC(=O)c2ccc(Cl)s2)c(OC)c1OC	-6	-12	-0.9	-13	-0.1	/	-26	-2.4	0
CC(=NNS(=O)(=O)c1ccc([N+](=O)[O-])cc1)c1ccc(C)cc1	7	/	/	/	1.1	/	1	/	-7
O=C(COc1ccc(S(=O)(=O)N2CCOCC2)cc1Cl)NC1CCCCC1	-1	-2	1.0	-5	4.4	-21	-27	-0.6	-3
COc1ccc(S(=O)(=O)N(Cc2cc3cc(C)ccc3[nH]c2=O)CC2CCCO2)cc1 (stereo unspecified)	13	-35	-1.0	-7	0.6	-2	5	-1.3	-5
Cc1cc(/C=N/NC(=O)Cn2c3ccccc3c(=O)c3ccccc32)c(C)n1-c1ccc(Cl)cc1	12	/	/	/	0.2	-1	9	/	-4
CCCN(CC1CCCO1)C(=O)c1cc(COc2ccc(F)cc2F)on1 (stereo unspecified)	5	-1	0.6	-7	0.5	1	-15	-0.5	-10
COc1ccc(NC(=O)Nc2cc(C)ccn2)cc1	10	/	/	/	1.8	/	-2	/	-10
Cn1c(SCc2ccon2)nc2ccccc2c1=O	-4	5	0.8	-5	0.4	-2	-19	1.3	-4
Cc1occc1-c1n[nH]c(=S)n1-c1ccccc1	12	-6	0.0	-4	0.1	-1	-14	-0.7	-9
CC1=C(C(=O)N(C)C)CC(CC(=O)NCc2cccc3ccccc23)C(=O)N1Cc1ccccc1 (stereo unspecified)	8	/	/	/	0.3	/	6	/	-12
CCCCN1C(=O)NC(NC(=O)C2CC2)(C(F)(F)F)C1=O (stereo unspecified)	-13	-6	1.0	0	-0.1	-3	-17	0.1	1
COc1cc(OC)c(NC(=S)Nc2cccc(C(C)=O)c2)cc1Cl	15	-20	1.9	0	0.8	-12	-16	1.4	-4
C[C@H](CO)N1C[C@H](C)[C@@H](CN(C)S(=O)(=O)c2ccc(F)cc2)Oc2c(NC(=O)Nc3ccc(C(F)(F)F)cc3)cccc2C1=O	1	-25	2.3	-8	0.5	/	43	1.9	-2
Cc1ccccc1NC1c2ccccc2C(=O)N1Cc1ccco1 (stereo unspecified)	4	-9	-1.4	1	0.2	-17	-11	-2.6	-2
COc1ccc(C(=O)N2CCCC(Nc3ccc(C)c(C)c3)C2)cc1F (stereo unspecified)	-13	-14	1.7	3	0.1	-11	0	-0.3	1
COc1ccccc1OCCNC(=O)/C=C/c1ccc([N+](=O)[O-])cc1	14	-5	-0.8	-1	0.6	15	-20	-0.6	-9
CCOc1ccccc1N1CCN(C(=O)c2ccc(OCC(=O)N3CCOCC3)c(OC)c2)CC1	-9	-11	0.1	-2	0.8	-7	-12	0.0	-7
Cc1ccc(CCNC(=O)C2CCCN(S(=O)(=O)c3c(C)noc3C)C2)cc1 (stereo unspecified)	9	-15	2.8	-6	0.6	-6	7	-0.1	2
CCOc1ccc(NC(=O)Cc2c(O)c3ccccc3[nH]c2=O)cc1	19	-8	0.5	-6	0.5	-4	-2	1.5	-4
CCC1CCCCN1CCCNC(=O)c1ccc(CS(=O)(=O)Cc2ccc(Cl)cc2)o1 (stereo unspecified)	19	-3	0.6	-6	1.0	1	-3	0.7	-13
O=C(CCN1N=C(c2ccccc2)CCC1=O)NC1CCCC1	2	-14	-0.1	-4	-0.1	-8	-25	-1.0	6
CCOc1ccc(NC(=O)Cn2c(=O)oc3cc(Cl)ccc32)cc1	8	-4	8.5	-12	3.0	-14	0	7.0	-1
Cc1c2ccccc2nc2c(F)c(NC(C)C)c(F)c(F)c12	20	18	11	-6	3.7	5	17	20*	-3
O=c1c(Cc2ccc(Cl)cc2Cl)c(O)ccn1Cc1ccc(Cl)cc1	11	-15	4.4	-14	4.1	0	7	5.4	-12
O=[N+]([O-])c1ccccc1S(=O)(=O)NCc1cccnc1	30	-12	0.6	-4	3.6	7	-11	1.6	-8
Cc1ccc(NC2=NCC(=O)N2Cc2ccccc2)c(C)c1	-6	-16	-1.4	5	-0.5	-7	-38	-1.9	2
Cc1cccc(Cn2cccc2/C=C2/C(=N)N3C=CSC3=NC2=O)c1	-5	-12	-1.1	-1	1.6	-17	33	-1.5	5
COc1cc(C(=O)Nc2nc(C)c(Cc3ccc4c(c3)OCO4)s2)cc(OC)c1OC	3	-17	1.8	-1	1.1	2	-26	-0.8	10
CC(=O)Nc1ccc2c(c1Br)Cc1ccccc1-2	3	/	/	/	2.4	/	16	/	-11
COc1cc(/C=N/Nc2ccc(C(F)(F)F)cn2)ccc1O	29	-12	-0.8	-13	0.5	-14	3	-1.6	-17
CCCN1C(=O)c2[nH]nc(-c3cc(Cl)c(C)cc3O)c2C1c1ccc(O)c(OC)c1 (stereo unspecified)	8	-25	1.1	-1	1.5	-9	-32	1.7	-3

Exported in markdown: four of the compounds above
| SMILES | CHO-K1 Ca PAM | CHO parental Ca | V1R ag counter | OXTR potentiate | CHO-K1 Ca ag | GPR7 antagonist | TAAR1 antagonist | OXTR agonist | CHO-K1 Ca antag |
| --- | --- | --- | --- | --- | --- | --- | --- | --- | --- |
| Cc1occc1-c1n[nH]c(=S)n1-c1ccccc1 | 12 | -6 | 0.0 | -4 | 0.1 | -1 | -14 | -0.7 | -9 |
| COc1ccc(C(=O)OCC(=O)c2ccc(Cl)s2)c(OC)c1OC | -6 | -12 | -0.9 | -13 | -0.1 | / | -26 | -2.4 | 0 |
| CC(C)(C)C(=O)c1sc(Nc2ccccc2)nc1N | 27 | -25 | -1.9 | -8 | 5.0 | -11 | -15 | -2.4 | -30 |
| O=[N+]([O-])c1ccccc1S(=O)(=O)NCc1cccnc1 | 30 | -12 | 0.6 | -4 | 3.6 | 7 | -11 | 1.6 | -8 |

Later entries:
SMILES	CHO-K1 Ca PAM	CHO parental Ca	V1R ag counter	OXTR potentiate	CHO-K1 Ca ag	GPR7 antagonist	TAAR1 antagonist	OXTR agonist	CHO-K1 Ca antag
COC(=O)c1c(NC(=O)CSc2n[nH]c(N)n2)sc(C)c1C	14	-11	-1.2	-19	-0.1	-1	0	-0.6	-1
CSCCC(N=CC1=C(O)CC(C)(C)CC1=O)C(=O)O (stereo unspecified)	-7	-18	-0.1	-14	-0.5	-14	-10	0.0	5
CCc1nnc(SCC(=O)NC2CC2)n1CC	-26	-3	0.3	-10	0.4	-11	-3	0.2	9
CCCCC(=O)Nc1ccc(C(=O)Nc2ccc3c(c2)OCO3)cc1	9	-5	0.8	3	1.4	-9	-14	0.6	-13
Cc1cc(C(=O)OCC(=O)N2CCOCC2)ccc1[N+](=O)[O-]	-2	0	0.2	-4	0.1	-4	-1	0.1	-12
COc1ccc(Cc2nc3ccc(C(=O)NC(C)c4cnn(C)c4)cc3o2)cc1 (stereo unspecified)	6	/	/	/	1.4	-8	0	/	-2
O=C(COc1ccc(F)cc1)N1CCc2ccccc2C1	-3	-5	-1.0	-6	0.1	28*	-8	-0.7	19
CC1=CCC(Cc2nc3ccccc3o2)C1(C)C (stereo unspecified)	16	-7	-0.4	3	0.7	-12	8	1.5	0
O=C(c1cn(-c2ccccc2)nc1-c1cccs1)N1CCOCC1	6	-6	1.3	-10	1.5	-3	10	0.8	-9
O=C(O)C1CC(=O)N(CCc2ccccc2)C1 (stereo unspecified)	13	0	2.3	-10	-0.1	-1	17	0.7	-2
O=C(COC(=O)c1cccc(C(=O)OCC(=O)NC2CC2)n1)NC1CC1	20	2	0.9	1	1.1	-7	9	1.2	-14
COc1ccc(CC(=O)OCC(=O)Nc2cc(S(=O)(=O)N3CCOCC3)ccc2N2CCCC2)cc1	8	-10	-0.2	-8	0.9	-3	5	-1.5	-12
Cc1ccc(NC(=O)CN(C)Cc2ccc(F)cc2)c([N+](=O)[O-])c1	15	-38	-0.3	-11	0.8	-12	-2	-2.7	-1
CCNC(=S)N(CCc1c(C)[nH]c2ccc(C)cc12)Cc1cc(OC)c(OC)c(OC)c1	2	-6	0.6	-6	0.3	2	15	0.3	11
Cn1nc(C(C)(C)C)cc1C(=O)Nc1nc2c(s1)C(=O)CC(C)(C)C2	-1	-5	0.1	3	2.6	-9	12	0.3	-23
CCn1c(COc2ccccc2C)nnc1SCC(=O)OC	19	6	-0.5	-5	0.5	3	-1	-0.1	-6

High-throughput results from PubChem BioAssay.
